M. tuberculosis GlmU: inhibition of mycobacterial GlmU enzyme – biochemical, glucosamine-1-phosphate acetyltransferase (AID 1376) | Bifunctional protein GlmU (Mycobacterium tuberculosis (strain ATCC 25618 / H37Rv)) | M. tuberculosis GlmU acetyltransferase enzyme assay; higher % means a stronger effect | inhibition, %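 (tested at 30 µM in the primary screen)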; hits with a dose series show IC50 in µM | 220,000 tested, 0.25% active; in the data active = inhibition above about 13%;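 also: 0% = complete reaction with vehicle and 100% = reaction without substrate; strong numbers were not always called active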
Mtb RmlCD inh: M. tuberculosis RmlC/RmlD coupled enzyme inhibitors, primary screen, biochemical, compound mixtures, 384-well, from 1536-well plates; 160,000 tested, 0.03% active; inhibition, % at 3.6 µM; RmlC+RmlD coupled enzyme assay, percent inhibition; primary screen in compound mixtures; in the data active = inhibition mostly above about 34%, no sharp cut-off; also: some results filed as inactive read as strong as hits
Target sequence (P9WH09 whole entry, looked up): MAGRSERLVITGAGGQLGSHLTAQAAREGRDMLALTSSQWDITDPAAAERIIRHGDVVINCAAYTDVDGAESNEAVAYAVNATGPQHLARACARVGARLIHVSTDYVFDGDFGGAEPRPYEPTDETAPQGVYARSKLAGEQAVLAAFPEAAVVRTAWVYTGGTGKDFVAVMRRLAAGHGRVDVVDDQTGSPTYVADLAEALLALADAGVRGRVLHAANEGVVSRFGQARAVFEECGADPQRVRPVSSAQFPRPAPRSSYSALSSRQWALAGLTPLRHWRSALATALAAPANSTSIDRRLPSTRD
Target sequence (P9WH11 whole entry, looked up): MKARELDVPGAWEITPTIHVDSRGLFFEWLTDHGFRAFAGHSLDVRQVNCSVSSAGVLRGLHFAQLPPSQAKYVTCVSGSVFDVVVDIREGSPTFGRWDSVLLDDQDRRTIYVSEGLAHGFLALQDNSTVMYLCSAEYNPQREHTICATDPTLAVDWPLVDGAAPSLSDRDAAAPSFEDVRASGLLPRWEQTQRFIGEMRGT
Starred values were filed as active, the others as inactive; . = not tested or not shown. An excerpt; the hit share may differ from the screen's.

O=C(c1ccco1)N1CCN(C(=O)C2Cc3ccccc3CN2S(=O)(=O)c2ccc(F)cc2)CC1 (centres undefined)
- M. tuberculosis GlmU = 0.0%
- Mtb RmlCD inh = 6
CSc1nc2nc(C)c(C/C=C/c3ccccc3)c(=O)n2[nH]1
- M. tuberculosis GlmU = 6.8%
- Mtb RmlCD inh = 4
COc1cccc(C(=O)/C=C/Nc2ccc(NC(C)=O)cc2)c1
- M. tuberculosis GlmU = -6.5%
- Mtb RmlCD inh = .
O=C(COc1ccc(F)cc1Br)NCc1ccccn1
- M. tuberculosis GlmU = 4.5%
- Mtb RmlCD inh = -8
COc1cc(-c2nc3ccccc3c(=O)n2N)cc(OC)c1OC
- M. tuberculosis GlmU = 0.9%
- Mtb RmlCD inh = 20
O=C(NCSc1ccncn1)c1ccccc1
- M. tuberculosis GlmU = 6.8%
- Mtb RmlCD inh = .
O=C(O)c1ccccc1/C=N/NC(=O)C1CCCCC1
- M. tuberculosis GlmU = 1.8%
- Mtb RmlCD inh = .
Cc1ccccc1-c1nc2cc(N)ccc2o1
- M. tuberculosis GlmU = -4.6%
- Mtb RmlCD inh = 1
NC(=O)CC(NC(=O)c1ccccc1)c1ccc(NCCc2ccc(Cl)cc2)c([N+](=O)[O-])c1 (centres undefined)
- M. tuberculosis GlmU = 0.6%
- Mtb RmlCD inh = .
O=C(O)CCCNC(=O)c1ccc(NC(=O)Cc2ccc(Cl)cc2)cc1
- M. tuberculosis GlmU = -3.9%
- Mtb RmlCD inh = 94
O=C1CC(c2ccco2)CC(O)=C1C=Nc1ccc(Br)cc1 (centres undefined)
- M. tuberculosis GlmU = 0.3%
- Mtb RmlCD inh = 5
Cn1cnnc1SCC(=O)Nc1ccc(OC(F)F)cc1
- M. tuberculosis GlmU = 5.0%
- Mtb RmlCD inh = -11
COc1ccc(-c2nnn(CC(=O)NCc3ccccc3)n2)cc1OC
- M. tuberculosis GlmU = 0.2%
- Mtb RmlCD inh = .
O=C(NCCCN1CCOCC1)C(=O)N/N=C/c1ccc2c(c1)OCO2
- M. tuberculosis GlmU = 9.8%
- Mtb RmlCD inh = 5
CC(C)c1ccc(NC2=NCC(=O)N2Cc2cccs2)cc1
- M. tuberculosis GlmU = 2.4%
- Mtb RmlCD inh = 10

CCCCN(C)/C=N/c1c(C#N)cnn1-c1ccc(C)cc1
- M. tuberculosis GlmU = -2.1%
- Mtb RmlCD inh = -16
CC1(C)CC2(CCO1)N1CC3(C)CN2CC(C)(C1)C3O (centres undefined)
- M. tuberculosis GlmU = 6.3%
- Mtb RmlCD inh = .
CNC(=O)c1nc(C)n(-c2ccc(Cl)cc2Cl)n1
- M. tuberculosis GlmU = -3.6%
- Mtb RmlCD inh = -4
O=C1CC(c2cccc(Cl)c2)CC(O)=C1C=Nc1cccc(Cl)c1 (centres undefined)
- M. tuberculosis GlmU = -4.0%
- Mtb RmlCD inh = -12
Cc1nonc1NC(=O)CSc1nc2ccccc2[nH]1
- M. tuberculosis GlmU = 4.7%
- Mtb RmlCD inh = .
O=C(/C=C/c1ccccc1)Nc1cc(C(=O)O)cc(C(=O)O)c1
- M. tuberculosis GlmU = -5.0%
- Mtb RmlCD inh = -15
CCCc1cc2c(c(NC(C)=O)n1)c(=O)oc1ccccc12
- M. tuberculosis GlmU = 0.3%
- Mtb RmlCD inh = -8
COc1cc2nc(C3CCC3)nc(N3CCN(c4ccccc4OC)CC3)c2cc1OC
- M. tuberculosis GlmU = 4.6%
- Mtb RmlCD inh = -11
Cc1cc2c(c(=O)o1)C(C13C=CC(CC1)C3)C(C#N)=C(N)O2 (centres undefined)
- M. tuberculosis GlmU = 3.0%
- Mtb RmlCD inh = 9
COCCNC(=S)NN=C1CCCCCC1
- M. tuberculosis GlmU = -3.5%
- Mtb RmlCD inh = 12
CCOC(=O)Cc1cc(=O)[nH]c(/N=C(\N)Nc2ccc(C)cc2C)n1
- M. tuberculosis GlmU = 6.7%
- Mtb RmlCD inh = 11
Cn1nc(C(F)(F)F)c2cc(C(=O)Nc3ccc(F)cc3)sc21
- M. tuberculosis GlmU = 6.9%
- Mtb RmlCD inh = -1
COC(=O)c1cc2n(n1)CCCNC2=O
- M. tuberculosis GlmU = -1.1%
- Mtb RmlCD inh = 11
COC(=O)c1cccc(C23CC4(C2)[C@H](CN(Cc2ccc(-c5ccccc5)cc2)[C@@H]4c2ccccc2)C3c2ccccc2)c1 (some centres undefined)
- M. tuberculosis GlmU = 2.2%
- Mtb RmlCD inh = .
CCC(=O)N1CCc2cc(S(=O)(=O)N3CCN(C(=O)c4ccco4)CC3)ccc21
- M. tuberculosis GlmU = 0.8%
- Mtb RmlCD inh = 5

CC(C)=C(NC(=O)c1ccccc1)C(=O)NCc1ccccc1
- M. tuberculosis GlmU = -5.5%
- Mtb RmlCD inh = -10
COc1ccccc1CC(=O)O/N=C(\N)Cc1cccc2ccccc12
- M. tuberculosis GlmU = 5.5%
- Mtb RmlCD inh = 3
COc1ccc(C)cc1S(=O)(=O)Nc1cccc(C)c1
- M. tuberculosis GlmU = -0.3%
- Mtb RmlCD inh = 13
CN(C)CCCN(Cc1cc2cc3c(cc2[nH]c1=O)OCO3)C(=S)Nc1cccc(Cl)c1
- M. tuberculosis GlmU = -2.9%
- Mtb RmlCD inh = 8
CC(Oc1ccc(Cl)cc1Cl)C(=O)NCCCN1CCOCC1 (centres undefined)
- M. tuberculosis GlmU = -4.4%
- Mtb RmlCD inh = 5
CC(=O)c1ccc(N2CCN(C(=S)Nc3ccc(Oc4ccccc4)cc3)CC2)cc1
- M. tuberculosis GlmU = 4.5%
- Mtb RmlCD inh = 4
O=C(C(c1ccccc1)c1ccccc1)N1CCC(c2nc(-c3ccccc3Cl)no2)CC1
- M. tuberculosis GlmU = -5.1%
- Mtb RmlCD inh = .
O=C(COC(=O)C1(c2ccccc2F)CCCC1)NC1CCS(=O)(=O)C1 (centres undefined)
- M. tuberculosis GlmU = -2.9%
- Mtb RmlCD inh = .
O=C(c1ccccc1)c1cccn1CC(=O)N1CCc2ccccc2C1
- M. tuberculosis GlmU = -1.0%
- Mtb RmlCD inh = -1
COc1ccc(NS(=O)(=O)c2ccc(S(=O)(=O)N3CCOCC3)cc2)cc1
- M. tuberculosis GlmU = 1.7%
- Mtb RmlCD inh = 3
COc1ccc(/C=N/NC(=O)CC(=O)NC2CCCCC2)cc1
- M. tuberculosis GlmU = 0.9%
- Mtb RmlCD inh = .
Cc1cccc(-c2nc(N)nc(N)n2)c1
- M. tuberculosis GlmU = 1.1%
- Mtb RmlCD inh = 11
CC(NC(=O)Nc1ccccn1)N1C(=O)C2C3C=CC(C3)C2C1=O (centres undefined)
- M. tuberculosis GlmU = -5.0%
- Mtb RmlCD inh = .
CCn1cnc2c1c(=O)n(CC(=O)Nc1ccc3c(c1)OC(F)(F)O3)c(=O)n2Cc1ccccc1
- M. tuberculosis GlmU = -4.4%
- Mtb RmlCD inh = -3
Cc1ccc(NC(=O)CCC(=O)NNC(=S)Nc2ccccc2)c(C)c1
- M. tuberculosis GlmU = 6.5%
- Mtb RmlCD inh = 7

Cc1cc(C)n(CCC(=O)N=Nc2c(O)[nH]c3ccc(Br)cc23)n1
- M. tuberculosis GlmU = 8.1%
- Mtb RmlCD inh = 16
CCOc1ccc(-c2nnn(CC(=O)Nc3cccc(OC)c3)n2)cc1OCC
- M. tuberculosis GlmU = -5.3%
- Mtb RmlCD inh = -28
CCn1c(CNC(=O)C23CC4CC(CC(C4)C2)C3)nnc1SCC(=O)Nc1nnc(C)s1
- M. tuberculosis GlmU = -1.7%
- Mtb RmlCD inh = .
COc1nc(Cc2ccc(Cl)cc2)nc2ccccc12
- M. tuberculosis GlmU = 4.9%
- Mtb RmlCD inh = 11
S=C(Nc1ccc(Cl)cc1)N1CCCC1
- M. tuberculosis GlmU = 3.2%
- Mtb RmlCD inh = -8
NC(=O)CSc1nc(-c2ccccc2)c(-c2ccccc2)o1
- M. tuberculosis GlmU = 1.0%
- Mtb RmlCD inh = .
COC(=O)C1=C(C)N(C(C)C)C(=O)C1(NC(=O)C1CCCCC1)C(F)(F)F (centres undefined)
- M. tuberculosis GlmU = 0.5%
- Mtb RmlCD inh = .
COc1ccc2cc(-c3nc4ccccc4n3C)c(=O)oc2c1
- M. tuberculosis GlmU = 4.7%
- Mtb RmlCD inh = .
O=C(c1ccccc1)N1CCN=C1SCc1ccc([N+](=O)[O-])cc1
- M. tuberculosis GlmU = 0.7%
- Mtb RmlCD inh = 5
COc1ccc(CCN2C(=O)NC(NS(=O)(=O)c3ccc(Cl)cc3)(C(F)(F)F)C2=O)cc1OC (centres undefined)
- M. tuberculosis GlmU = 3.2%
- Mtb RmlCD inh = -8
CCC(C)NC(=O)CCSc1ccc(C)cc1 (centres undefined)
- M. tuberculosis GlmU = 1.0%
- Mtb RmlCD inh = -3
COC(=O)c1scc(C)c1NS(=O)(=O)c1ccc(NC(C)=O)cc1
- M. tuberculosis GlmU = -4.0%
- Mtb RmlCD inh = -3
C=C(C)C1CC=C(C)/C(=N/NC(=O)c2ccc(NC(=O)CCC)cc2)C1 (centres undefined)
- M. tuberculosis GlmU = 2.0%
- Mtb RmlCD inh = 7
O=C(Nc1ccc(Cl)c(Cl)c1)OCCNC(=O)c1ccncc1
- M. tuberculosis GlmU = -7.1%
- Mtb RmlCD inh = -5
COC(=O)c1ccccc1NC(=O)c1cccc(COc2ccccc2Cl)c1
- M. tuberculosis GlmU = 1.1%
- Mtb RmlCD inh = .

Cc1cccn2c(=O)c3cc(C#N)c(=NC(=O)c4ccncc4)n(CCCOC(C)C)c3nc12
- M. tuberculosis GlmU = 3.5%
- Mtb RmlCD inh = -4
Cc1nc2ccc(NS(=O)(=O)c3ccc4c(c3)OCCO4)cc2s1
- M. tuberculosis GlmU = 1.3%
- Mtb RmlCD inh = 2
CCOc1ccc(CC(=O)OCc2cc(=O)n3cc(Br)ccc3n2)cc1
- M. tuberculosis GlmU = -3.9%
- Mtb RmlCD inh = 5
COCCNC(=O)Cn1cc(C(=S)N2CCCCC2)c2ccccc21
- M. tuberculosis GlmU = 1.8%
- Mtb RmlCD inh = -3
O=C1/C(=C\c2ccc([N+](=O)[O-])cc2)CCc2ccccc21
- M. tuberculosis GlmU = 6.0%
- Mtb RmlCD inh = 10
CC(=O)c1c(C)[nH]c(C(=O)CSc2nnc(C3CCCCC3)n2N)c1C
- M. tuberculosis GlmU = 3.8%
- Mtb RmlCD inh = 2
COC1=C(OC)c2ccccc2C(C(=O)O)N/C1=C(/C)Nc1ccncc1 (centres undefined)
- M. tuberculosis GlmU = 0.4%
- Mtb RmlCD inh = .
O=C1NC(=Nc2ccc3ccccc3c2)S/C1=C/c1ccco1
- M. tuberculosis GlmU = 7.1%
- Mtb RmlCD inh = -6
O=C(NCc1ccccn1)C1CC(c2ccc(Cl)c(Cl)c2)=NO1 (centres undefined)
- M. tuberculosis GlmU = 4.4%
- Mtb RmlCD inh = .
COc1ccc(N(C(=O)c2ccc(Cl)cc2)C2=CC3CCC(C2)N3C)cc1 (centres undefined)
- M. tuberculosis GlmU = -2.2%
- Mtb RmlCD inh = -1

18 of these compounds in another layout:
Every second line gives: M. tuberculosis GlmU	Mtb RmlCD inh
NC(=O)CSc1nc(-c2ccccc2)c(-c2ccccc2)o1
 : 1.0%	.
COC(=O)C1=C(C)N(C(C)C)C(=O)C1(NC(=O)C1CCCCC1)C(F)(F)F (centres undefined)
 : 0.5%	.
COc1ccc2cc(-c3nc4ccccc4n3C)c(=O)oc2c1
 : 4.7%	.
O=C(c1ccccc1)N1CCN=C1SCc1ccc([N+](=O)[O-])cc1
 : 0.7%	5
COc1ccc(CCN2C(=O)NC(NS(=O)(=O)c3ccc(Cl)cc3)(C(F)(F)F)C2=O)cc1OC (centres undefined)
 : 3.2%	-8
CCC(C)NC(=O)CCSc1ccc(C)cc1 (centres undefined)
 : 1.0%	-3
COC(=O)c1scc(C)c1NS(=O)(=O)c1ccc(NC(C)=O)cc1
 : -4.0%	-3
C=C(C)C1CC=C(C)/C(=N/NC(=O)c2ccc(NC(=O)CCC)cc2)C1 (centres undefined)
 : 2.0%	7
O=C(Nc1ccc(Cl)c(Cl)c1)OCCNC(=O)c1ccncc1
 : -7.1%	-5
COC(=O)c1ccccc1NC(=O)c1cccc(COc2ccccc2Cl)c1
 : 1.1%	.
Cc1cccn2c(=O)c3cc(C#N)c(=NC(=O)c4ccncc4)n(CCCOC(C)C)c3nc12
 : 3.5%	-4
Cc1nc2ccc(NS(=O)(=O)c3ccc4c(c3)OCCO4)cc2s1
 : 1.3%	2
CCOc1ccc(CC(=O)OCc2cc(=O)n3cc(Br)ccc3n2)cc1
 : -3.9%	5
COCCNC(=O)Cn1cc(C(=S)N2CCCCC2)c2ccccc21
 : 1.8%	-3
O=C1/C(=C\c2ccc([N+](=O)[O-])cc2)CCc2ccccc21
 : 6.0%	10
CC(=O)c1c(C)[nH]c(C(=O)CSc2nnc(C3CCCCC3)n2N)c1C
 : 3.8%	2
COC1=C(OC)c2ccccc2C(C(=O)O)N/C1=C(/C)Nc1ccncc1 (centres undefined)
 : 0.4%	.
O=C1NC(=Nc2ccc3ccccc3c2)S/C1=C/c1ccco1
 : 7.1%	-6

Screening results (PubChem BioAssay)
